Luc counter: Counterscreen for Luciferase (Kinase-Glo TM) Inhibition | Luciferin 4-monooxygenase (Photuris pensylvanica), Q27757 | Kinase-Glo luciferase, ATP luminescence, 8 min | Potency, µM (doses to about 38.3 µM), for inactives: at the highest dose activity change, negative = inhibition, actives largely listed as inhibitors | 200,000 compounds, 0.28% hits | AID 1379, 2008; note: potency is the fitted concentration of half-maximal effect; % is set by controls: 0 for no effect and ±100 for the full control effect; nearly all actives have a fitted effect of over 60% in size
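Light output from Kinase-Glo luciferase with luciferin and 10 uM ATP in 50 mM imidazole pH 7.2, KCl, MgCl2, Tween 20, BSA; compound pin-delivered, 8-min ambient incubation, then luminescence read.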
Epigenetic derep: Quantitative High-Throughput Screen for Regulators of Epigenetic Control | murine LDR cells, GFP reporter derepression, 30 h | Potency, µM (top dose mostly 53.9 µM), inactives show at the highest dose GFP activation, hits mostly activators | 280,000 compounds, 0.2% hits; note: potency is the fitted concentration of half-maximal effect; % of control where 0% means no effect; nearly all actives have a fitted effect of over 60% in size
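Derepression of a silenced CMV-GFP reporter in murine LDR cells is scored by enumerating GFP-positive cells with a laser-scanning microplate cytometer after 30 hours of treatment at 37 C.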
IMPase Li inh: qHTS Assay for Identifying the Cell-Membrane Permeable IMPase Inhibitors: Potentiation with Lithium. CHO-M1 cells, IP1 TR-FRET (IP-One), carbachol + lithium. Potency, µM (titrated, usually from 59.4 µM), for the others: at the highest dose activity, negative = IMPase inhibition, usual class: inhibitors. 210,000 compounds, 0.35% hits;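 note: IP1 builds up when IMPase is blocked and the TR-FRET signal falls; potency is the fitted concentration of half-maximal effect; plate controls were basal vehicle for no effect and high inhibitor control for full effect; nearly all actives have a fitted effect of over 50% in size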
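Readout is a homogeneous TR-FRET IP1 immunoassay (Ex 320, Em 665 and 620), where raised cytosolic IP1 lowers signal. Cells were CHO-M1 treated 30 min at 37C with test compounds plus a little lithium; AC50 values came from Hill-equation fitting.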
HttQ103 aggreg: qHTS Multiplex Assay to Identify Dual Action Probes in a Cell Model of Huntington: Aggregate Formation (GFP); PC12 HttQ103-GFP aggregates, Acumen cytometry, 40 h; Potency, µM (highest dose often 46.1 µM), for the others: top-dose activity change, negative = inhibition, most hits filed as inhibitors; 220,000 compounds, 1.1% hits; AID 1688, 2009; note: potency is the fitted concentration of half-maximal effect; % is set by controls: 0 for no effect and ±100 for the full control effect; nearly all actives have a fitted effect of over 60% in size
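Steps: seed 1500 PC12 HTTQ103-GFP cells/well; add tebufenozide, 100 nM final; add compound titration; add ATPLite reagent; quantify GFP aggregates by laser scanning cytometry.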
L3MBTL1 inh: qHTS Assay for the Inhibitors of L3MBTL1; Lethal(3)malignant brain tumor-like protein 1 (Homo sapiens), Q9Y468; AID 485360, 2010; Potency, µM (doses to about 57.1 µM), for inactives: at the highest dose activity, negative = inhibition, most hits filed as inhibitors; AlphaScreen L3MBTL1–H3K9me1 peptide binding; 230,000 compounds, 0.66% hits; note: potency is the fitted concentration of half-maximal effect; % is set by controls: 0 for no effect and ±100 for the full control effect; nearly all actives have a fitted effect of over 60% in size
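Displacement of a biotinylated histone H3(1-15) peptide monomethylated at Lys9 (75 nM) from L3MBTL1 (50 nM) was measured by AlphaScreen after a 30 min room-temperature compound incubation; cefsulodin titration served as intraplate control.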
NPSR antag: qHTS Assay for Antagonists of the Neuropeptide S Receptor: cAMP Signal Transduction. Q6W5P4. CHO-NPSR cells, cAMP TR-FRET, antagonist mode. Potency, µM (series often up to 38.3 µM), inactives show at the highest dose activity change, negative = inhibition, hits mostly inhibitors. 220,000 compounds, 1% hits. AID 1461, 2008; note: potency is the fitted concentration of half-maximal effect; % is set by controls: 0 for no effect and ±100 for the full control effect; nearly all actives have a fitted effect of over 50% in size; many of its hits are not listed in these tables
CBFb-RUNX1 inh: qHTS Assay for Compounds Blocking the Interaction Between CBF-beta and RUNX1 for the Treatment of Acute Myeloid Leukemia; Runt-related transcription factor 1 (Homo sapiens) + Core-binding factor subunit beta …; AlphaScreen CBFb-His/RUNX1-biotin binding, biochemical; Potency, µM (highest dose often 59.8 µM), for inactives: top-dose activity, negative = inhibition, most hits filed as inhibitors; 230,000 tested, under 10 active; AID 1477, 2009; note: % of control where 0% means no effect
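Compounds were screened at multiple concentrations against a preformed CBF-beta(His)/RUNX1(biotin) complex (30 nM of each) for 15 min at room temperature, followed by 90 min with nickel and streptavidin beads and AlphaScreen reading.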
* marks the source's active call; other numbers are inactive results; ? = inconclusive; . = no result given; & = joins results of further samples; [ ] = another dose, or the depositor's remark. Calls come from the whole dose curve; as a rule, active = well fitted curve in the direction sought with a large enough effect; inconclusive = small, poorly fitted or top-dose-only effect, or another doubt; inactive = no such curve, though single readings can be large; an effect the other way counts as inactive or inconclusive. These rows are one share of the data; count on the stated rates, not on these rows.

SMILES	Luc counter	Epigenetic derep	IMPase Li inh	HttQ103 aggreg	L3MBTL1 inh	NPSR antag	CBFb-RUNX1 inh
Fc1c(F)c(C(F)(F)F)c(F)c(F)c1N/N=C\c1cccs1	-4%	-1.1%	18%[38.3 µM]	-31%	.	?	4%
COc1ccc(C(=O)[C@H]2[C@H]3C(=O)N(c4ccc(OC(C)=O)cc4)C(=O)[C@H]3C3C=CC=NN32)cc1 (stereo partly specified)	.	1.1%	.	-14%[9.22 µM]	.	-5%	-3%
O=C(Nc1ccccc1C(F)(F)F)N1CCN(c2ccc3nnc(-c4ccc(F)cc4)n3n2)CC1	2%	-2.6%&0.0%	1%[38.3 µM]	-23%	2%	-26%[46.1 µM]	1%
O=S(=O)(NC1CCCCC1Oc1ccccc1)c1ccc(Cl)cc1 (stereo unspecified)	-1%	-1.2%	2%	-3%	9%	-20%	3%
CCOC(=O)c1c(NC(=O)CN2C(=O)c3ccccc3C2=O)sc(Cc2ccc3c(c2)OCO3)c1C	0%	0.0%	?	19%	-1%	-16%	4%
COc1ccc(C)cc1NC(=O)CN(c1ccccc1)S(C)(=O)=O	-2%	-1.0%	-4%[38.3 µM]	4%	-4%	6%[46.1 µM]	0%
O=C(C1=C(O)C(=O)N(Cc2ccccc2)C1c1ccncc1)c1ccco1 (stereo unspecified)	-1%	0.0%	-23%	-17%	-3%	0%[46.1 µM]	4%
O=C(COC(=O)c1cnccn1)c1ccccc1	-2%	1.4%	1%[38.3 µM]	-6%[9.22 µM]	.	-1%[46.1 µM]	1%
CC1=C(C(=O)Nc2ccccc2)C(c2ccc(C)cc2)N=C(Nc2nc3ccccc3o2)N1 (stereo unspecified)	-2%	-0.4%	9%[38.3 µM]	?	11%	-14%[46.1 µM]	-5%
CCCc1cc2c(OC(=O)CC)c(-c3ccc(C(=O)OCC)o3)c(=O)oc2cc1OC	2%	0.0%	-26%	30%	10%	-30%	5%
CCSc1nnc(NC(=O)[C@H](C)NC(=O)c2ccccc2Cl)s1	0%	-3.1%	2%	-5%	10%	-2%	10%
CN(C)NC(=S)Nc1ccc(Cl)cc1	-1%	0.1%	20%[38.3 µM]	3%	.	1%[46.1 µM]	-3%
CS(=O)(=O)CCC(C(=O)OCC(=O)c1ccc(Cl)cc1)N1C(=O)c2ccccc2C1=O (stereo unspecified)	-2%	0.0%	-3%	-4%	10%	11%	-3%
Cc1nnc(SCC(=O)c2ccccc2)n1Cc1ccccc1	-1%	0.0%	-1%	12%	10%	-10%[46.1 µM]	-4%
COc1cc(OC)c(NS(=O)(=O)c2coc(C(N)=O)c2)cc1Cl	0%	-1.8%	-1%[38.3 µM]	11%	.	-7%[46.1 µM]	0%
C=C(C)CNC(=S)Nc1ccc(S(=O)(=O)Nc2cnc3ccccc3n2)cc1	.	2.2%	.	0%[9.22 µM]	6%	1%	3%
CCCc1nnc(SCC(=O)N2CCCCC2)n1CC1CCCO1 (stereo unspecified)	2%	0.0%	-11%[38.3 µM]	10%	2%	-4%[46.1 µM]	2%
CCn1c(C)nc2cc(C(=O)n3cc(C(=O)c4cc(F)ccc4O)cn3)ccc21	-5%	-1.0%	25%[38.3 µM]	-15%	.	-7%[46.1 µM]	5%
Cn1nc(-c2ccc(OCC(N)=O)cc2)c2ccccc2c1=O	1%	3.9%	42%[activator][38.3 µM]	9%[9.22 µM]	.	-8%[46.1 µM]	3%
Cc1nc2c(o1)CCc1ccccc1C2O (stereo unspecified)	-3%	-0.8%	26%[38.3 µM]	1%	.	-4%[46.1 µM]	0%
CC(C)N(Cc1nc(-c2ccccc2)no1)C(=O)COc1ccccc1	20%	-0.2%	-25%[38.3 µM]	-12%	.	-23%[46.1 µM]	0%
O=S(=O)(Nc1nc2ccccc2nc1OCC(F)(F)F)c1cccs1	.	1.0%	.	-17%[9.22 µM]	-9%	-46%	1%
COc1cccc(C(c2nnnn2CS(=O)(=O)c2ccc(C)cc2)N2CCN(C)CC2)c1OC (stereo unspecified)	.	-2.5%	.	-17%	-3%	-8%[46.1 µM]	0%
O=C(/C=C/c1cccnc1)/C=C/c1cccnc1	.	-1.0%	.	11%[9.22 µM]	-4%	48%	1%
Cc1nccc(-c2ccc3c(c2)OCO3)n1	-4%	-0.5%	-6%	-15%	14%	15%	-13%
COc1ccc(-c2csc(Nc3cccnc3)n2)cc1OC	10%	-1.0%	-7%[38.3 µM]	15%	-2%	-18%[46.1 µM]	-5%
COc1cccc(NC(=O)CNC(=O)c2ccc(F)cc2)c1	-1%	0.0%	23%[38.3 µM]	-2%	17%[11.4 µM]	1%[46.1 µM]	1%
CCCCC1=CC2=C(OC(C)=O)C(=O)C(C)(OC(=O)CC)C(=O)C2=CO1 (stereo unspecified)	-2%	-1.1%	10%	.	.	.	-3%
COc1ccc(Cn2cccc(NC(=O)Nc3cccc(C#N)c3)c2=O)cc1	0%	-2.0%	-13%[38.3 µM]	-3%	2%	-12%[46.1 µM]	-2%
C/C(=N\NC(=O)CSCc1ccc([N+](=O)[O-])cc1)c1cccc(Br)c1	-1%	-0.5%	12%	-20%	-9%	-8%	-6%
CCc1ccc(NC(=S)N(CCCN2CCOCC2)Cc2ccccn2)cc1	-3%	1.0%	-5%	9%	33%	11%	-17%
O=C1CNC(=O)/C1=C\N1CCCCC1	4%	1.2%	-6%[38.3 µM]	-6%	.	-8%[46.1 µM]	2%
Nc1ccc(CSc2ccc(Cl)cc2)cc1	0%	1.3%	8%	4%	-14%	0%	0%
S=c1[nH]nc(-c2cccc(Br)c2)o1	0%	0.0%	10µM*	-26%	4%	16%[46.1 µM]	8%
COc1ccc(NC(=S)/N=C(\N)Nc2nc(C)c3ccc(C)cc3n2)cc1	-1%	1.2%	7%	3%	-22%	8%	-2%
Cc1cc(N2CCOCC2)ccc1/C=C1\NC(=O)N(CC(=O)Nc2ccc(F)cc2)C1=O	3%	-1.5%	11%	8%[9.22 µM]	-1%	-8%	-2%
CCC1Sc2ccccc2N(CC(=O)NCCC(C)C)C1=O (stereo unspecified)	-4%	0.0%	-4%[38.3 µM]	-27%	45%[activator]	-14%[46.1 µM]	1%
CCOc1ccc(NC(=O)C(=O)NCc2ccncc2)cc1	-1%	?	2%	3%[9.22 µM]	0%	-9%	3%
Cc1occc1-c1nnc(SCC(=O)N2CCN(c3ccccc3)CC2)n1C	-3%	1.0%	19%[38.3 µM]	9%	.	-1%[46.1 µM]	-6%
CCCCCCCC/C=C\CCCCCCCC(=O)NCc1ccc(O)c(OC)c1	5%	11%	2%	7%	.	.	2%[21.7 µM]
COC(=O)CC[C@@H](C(=O)O)N1C(=O)c2ccccc2C1=O	6%	5.9%	21%[38.3 µM]	4%[9.22 µM]	.	-4%[46.1 µM]	1%
CCn1c(/C=C/c2ccccc2[N+](=O)[O-])nc2ccccc2c1=O	4%	6.7%	19%	13%	-2%	-11%	-24%
CC(=O)Nc1ccc(-c2csc(Nc3ccccn3)n2)cc1	.	0.0%	.	-1%[9.22 µM]	.	-3%	0%
CN1CCN(C(=S)Nc2cccc(Cl)c2)CC1	0%	-3.0%	-16%	9%	-12%	8%	?
Cc1ccc(NC(=O)COC(=O)c2ccc3c(c2)NC(=O)C2CCCN32)cc1 (stereo unspecified)	0%	0.0%	6%[38.3 µM]	23%	.	-2%[46.1 µM]	1%

Single entries from the entries so far:
S=c1[nH]nc(-c2cccc(Br)c2)o1 | Epigenetic derep = 0.0%
CCCCCCCC/C=C\CCCCCCCC(=O)NCc1ccc(O)c(OC)c1 | Luc counter = 5%
CCn1c(/C=C/c2ccccc2[N+](=O)[O-])nc2ccccc2c1=O | HttQ103 aggreg = 13%

Other structures:
SMILES	Luc counter	Epigenetic derep	IMPase Li inh	HttQ103 aggreg	L3MBTL1 inh	NPSR antag	CBFb-RUNX1 inh
CS(=O)(=O)Nc1cccc2[nH]ncc12	4%	-0.6%	0%	-22%	1%	-4%	0%
COc1ccc(NC(=O)CCS(=O)(=O)c2ccccc2)c(OC)c1	-2%	-1.0%	0%	-11%	39%[activator]	4%[46.1 µM]	2%
Cc1ccc2oc(-c3cccc(NC(=O)Cn4cnc5c(=O)n(C)c(=O)n(C)c54)c3)nc2c1	-5%	6.5%	13%	17%	-1%	3%	-7%
Cc1cccc(C)c1NC(=O)N1CCC(N2CCCCC2)CC1	-6%	-1.3%	-3%[38.3 µM]	3%	-10%	2%[46.1 µM]	5%
COc1ccc(NC(=O)OCC(C)C)cc1OC	-5%	1.0%	29%[38.3 µM]	-6%	.	-4%[46.1 µM]	7%
CC(=O)c1ccc(N(C(=O)Cn2nnc3ccccc32)C(C(=O)NC2CCCCC2)c2cn(C)nc2C)cc1 (stereo unspecified)	-1%	0.2%	9%	-6%	1%	-1%[46.1 µM]	-6%
Cc1cc(C(=O)N2CCCC(C(=O)c3cc(F)ccc3F)C2)c(C)o1 (stereo unspecified)	6%	13%	13%	11%	-5%	3%	-1%
CCn1c(SCC(=O)Nc2ccc(OC)c(OC)c2)nnc1-c1c[nH]c2ccccc12	-2%	2.3%	12%[38.3 µM]	4%	-5%	-15%[46.1 µM]	3%
NS(=O)(=O)c1ccc(-c2ccc(C=O)o2)cc1	-1%	0.1%	3%	-7%	20%	4%	0%
CCc1ccc(NC(=S)N(CCN2CCOCC2)Cc2ccccc2F)cc1	-2%	0.7%	-5%	-9%	.	-28%	-5%
N#Cc1ccc(C(=O)OCC(=O)Nc2ccc(N3CCOCC3)cc2)cc1	0%	0.9%	3%	-2%	-1%	4%	-22%
Cc1nonc1CN(C)C(=O)CC1C(=O)NCCN1Cc1ccc(F)c(F)c1 (stereo unspecified)	-3%	4.8%	8%	5%[9.22 µM]	8%	-24%	6%
CCOC(=O)N1CCN(C(=O)CN(C2CCCCC2)S(=O)(=O)c2ccc(C)cc2)CC1	2%	-1.1%	50%[activator][38.3 µM]	4%	25%	?	11%
COc1ccc(-n2c(=S)[nH]c3sc4c(c3c2=O)CCN(C)C4)cc1	.	0.0%	.	9%[9.22 µM]	.	4%	11%

Compound activity (PubChem)
